UBC13 polyUb: blocks human UBC13 polyubiquitin chain formation; TR-FRET; hit rate 0.47% among 330,000; P61088; inhibition, % at 20 µM; in the data active means inhibition above about 45%, passing the limit was not always enough
SENP7 block: SENP7 protease inhibition; Q9BQF6; recombinant SENP7, Z-RLRGG-aminoluciferin luminescence, 40 min; inhibition, % at 5 µM; hit rate 1.5% among 330,000; AID 434973;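 active means inhibition above about 50% at the single test dose, limit read from the data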;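 further: plate controls were DMSO with enzyme for no effect and no enzyme buffer wells for full effect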
Gli-Sufu antag: antagonists of Gli-Sufu signaling; hit rate 0.74% among 340,000; AID 588413; inhibition, % at 5 µM; Sufu-KO-LIGHT fibroblasts, Gli luciferase reporter luminescence;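 active means inhibition above about 55%, limit read from the data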;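 further: 0% = DMSO-treated cells and 100% = wells with medium but no cells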
697 NFkB inh: inhibitors of the PMA/ionomycin-induced NF-kB reporter in 697 B cells. 697 B-cell NF-kB luciferase reporter, 16 h. inhibition, % at 4 µM. hit rate 0.33% among 330,000; in the data active means inhibition above about 35%
SENP8 inh: blocks the human protease SENP8. inhibition, % at 10 µM. hit rate 1.2% among 330,000. Q96LD8. purified SENP8, Z-RLRGG-aminoluciferin cleavage, luminescence
Target sequence (Q96LD8 whole entry, looked up): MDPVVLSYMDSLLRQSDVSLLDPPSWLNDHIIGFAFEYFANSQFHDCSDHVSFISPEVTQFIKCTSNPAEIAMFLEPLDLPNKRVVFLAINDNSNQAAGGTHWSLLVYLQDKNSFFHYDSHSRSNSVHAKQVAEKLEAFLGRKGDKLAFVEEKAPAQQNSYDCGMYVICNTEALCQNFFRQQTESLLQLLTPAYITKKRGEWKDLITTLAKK
Apaf1 inhib: inhibitors of human Apaf-1 apoptosome; hit rate 0.71% among 330,000; reconstituted apoptosome caspase-3 activity, DEVD-Rh110 fluorescence; inhibition, % at 20 µM; O14727; active means inhibition of at least 40% at 20 µM;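 further: plate controls were DMSO wells for no effect and DEVD-CHO caspase inhibitor wells for full effect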
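Medium: Hepes buffer, pH 7.5 / System: biochemical Apaf-1 apoptosome reconstitution / Measured by: Rh110 fluorescence, excitation 480 nm, emission 540 nm / Times: compound with Apaf-1, dATP, procaspase-3 30 min, then 50 min reaction, room temperature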
HKDC1 inh: inhibitors of human hexokinase HKDC1. inhibition, % at 20 µM. hit rate 0.16% among 340,000. Q2TB90. recombinant HKDC1, G6PDH/diaphorase resazurin coupled fluorescence;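 active means inhibition above about 35% when tested at 20 µM, limit read from the data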;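 further: plate controls were DMSO wells with enzyme for no effect and DMSO wells lacking enzyme for full effect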
Target sequence (Q2TB90 whole entry, looked up): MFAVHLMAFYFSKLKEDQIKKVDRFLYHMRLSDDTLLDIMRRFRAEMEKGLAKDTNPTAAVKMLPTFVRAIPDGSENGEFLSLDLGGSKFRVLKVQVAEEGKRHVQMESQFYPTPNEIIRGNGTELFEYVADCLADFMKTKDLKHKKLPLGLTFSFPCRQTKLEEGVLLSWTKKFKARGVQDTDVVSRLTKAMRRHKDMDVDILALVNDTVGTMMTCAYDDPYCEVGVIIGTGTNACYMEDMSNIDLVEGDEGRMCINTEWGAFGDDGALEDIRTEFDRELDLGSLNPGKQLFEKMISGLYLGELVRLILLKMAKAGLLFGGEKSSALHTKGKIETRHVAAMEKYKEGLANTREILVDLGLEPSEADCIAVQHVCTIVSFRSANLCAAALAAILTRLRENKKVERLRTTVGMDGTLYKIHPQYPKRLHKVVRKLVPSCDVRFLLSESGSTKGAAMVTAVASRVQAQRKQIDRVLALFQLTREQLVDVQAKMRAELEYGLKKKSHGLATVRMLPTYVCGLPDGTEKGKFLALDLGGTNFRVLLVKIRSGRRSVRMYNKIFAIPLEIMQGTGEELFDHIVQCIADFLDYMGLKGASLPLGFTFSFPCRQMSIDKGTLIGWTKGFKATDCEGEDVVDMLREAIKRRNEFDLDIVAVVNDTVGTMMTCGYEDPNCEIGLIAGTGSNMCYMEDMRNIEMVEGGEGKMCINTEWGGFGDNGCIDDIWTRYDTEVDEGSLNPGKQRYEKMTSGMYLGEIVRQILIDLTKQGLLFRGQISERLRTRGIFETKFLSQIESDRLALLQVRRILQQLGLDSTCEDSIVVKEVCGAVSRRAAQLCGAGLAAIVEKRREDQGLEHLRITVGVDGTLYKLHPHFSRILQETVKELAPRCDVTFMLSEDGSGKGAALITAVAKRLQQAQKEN
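Assay system: in-house recombinant HK5 (HKDC1) enzyme. Input: HKDC1 at 5 µg/mL. Medium: Tris pH 8.0 buffer with MgCl2, Tween-20, BSA, BME. Dosing: single 20 µM dose. Schedule: 90 min reaction incubation at room temperature, dark. Signal: resazurin-to-resorufin fluorescence via G6PDH and diaphorase coupling, 525/613 nm. Controls: DMSO-enzyme wells negative, buffer-substituted wells positive.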
Jurkat NFkB inh: inhibitors of the PMA/ionomycin-induced NF-kB reporter in Jurkat cells. PMA/ionomycin-induced NF-kB luciferase reporter, luminescence. inhibition, % at 4 µM. hit rate 0.53% among 330,000
* = called active by the depositor; i = inactive; nt = not tested or not shown. Unless noted, no stated cut-off is given here; in the data, active means inhibition above about 50%; inactive means the rest.

SMILES	UBC13 polyUb	SENP7 block	Gli-Sufu antag	697 NFkB inh	SENP8 inh	Apaf1 inhib	HKDC1 inh	Jurkat NFkB inh
Cc1cc(C)c(NC(=O)CSc2nc3c(c(=O)n2C)SC(C)C3)c(C)c1 (configuration not stated)	-6	9	10	-27	-15	10	-3	3
COCCN1CN=C(Nc2nc3ccccc3o2)NC1	10	5	6	3	0	-4	-2	-16
COc1cc(C(=O)OCC(=O)c2ccccc2)cc2c1OCCO2	-12	-10	-17	-21	-20	17	-5	-11
COc1ccc(C2C3CCCCC3(O)CCN2C(=O)c2cccs2)cc1 (configuration not stated)	-6	-16	30	10	-5	0	-7	7
O=c1oc2ccccc2c2c1cnc1ccccc12	nt	1	7	15	nt	38	0	nt
CCOc1cccc(N2C(=O)CC(N3CCN(c4ccc(S(=O)(=O)CC)cc4)CC3)C2=O)c1 (configuration not stated)	-3	-4	-2	-12	-2	4	-4	-5
CSc1cccc(NC(=O)/C=C/c2ccc(Cl)cc2)c1	-17	59*	-53	-32	38	16	12	-43
CC(C)C[C@H](NC(=O)C1CC(=O)N(c2ccc3c(c2)OCO3)C1)C(=O)NCc1ccco1 (some centres not stated)	-1	6	9	0	9	-2	1	12
CCS(=O)(=O)n1nc(-c2ccccc2)nc1N	9	-1	-12	3	0	2	-5	10
Cc1ccc(C(=O)CSc2nnc(N)s2)c(C)c1	-8	3	-66	-86	-7	-12	6	-74
c1ccc(-c2nnsc2Sc2ccccn2)cc1	1	-9	-28	-19	-10	7	-8	-24
O=C(CN1C(=O)c2ccccc2C1=O)NCCc1c[nH]c2ccccc12	16	0	-4	12	-10	-6	-11	-1
CC(C)(C)C(=O)N1N=C(c2ccc(NS(C)(=O)=O)cc2)CC1c1cccs1 (configuration not stated)	7	3	3	11	0	13	-6	-8
Clc1ccc(CN2C3=NCCCN3c3ccccc32)c(Cl)c1	6	-9	11	-25	1	2	-5	11
COC(=O)c1ccc2c(=O)[nH]c(COC(=O)CCC(=O)c3ccc(Cl)cc3)nc2c1	-5	9	-15	-6	-4	12	0	-9
COc1ccccc1NC(=S)N1CCC(C(=O)c2ccc(F)cc2)CC1	1	-2	-1	-3	0	-8	-5	-5
CCCCCc1cc(=O)oc2c(C(CCN3CCCC(C)C3)c3ccc(N(C)C)cc3)c(OC)cc(OC)c12 (configuration not stated)	9	3	22	9	-13	68*	2	19
COc1ccc(-c2cc3ccccc3n2CC(O)CNC(CO)(CO)CO)cc1 (configuration not stated)	4	-6	-2	-3	-11	5	5	-24
COc1cccc(C(=O)N2CCC(n3nccc3NC(=O)C(OC)c3ccccc3)CC2)c1 (configuration not stated)	0	-3	2	22	-4	9	-4	1
CCN1C(=O)NC(c2cccnc2)C(C(=O)OC)=C1C (configuration not stated)	2	-2	3	11	0	-10	-12	14
O=C(CCn1c(=S)oc2ccccc21)Nc1ccccc1F	-7	-5	-5	-21	1	-2	-11	1
COc1ccc(S(=O)(=O)N2CCCCC2)cc1NC(=S)Nc1ccccc1	-8	2	5	15	-8	4	14	0
COc1cccc(OCc2cc(C(=O)N(C)C3CC(C)(C)NC(C)(C)C3)no2)c1	-2	-23	27	-37	-13	10	-5	-11
CCCCC(=O)Nc1nnc(CCOC)s1	-21	-8	-7	-5	-15	-5	-7	-11

Reprinted from the part before: two entries; new compounds follow.
SMILES	UBC13 polyUb	SENP7 block	Gli-Sufu antag	697 NFkB inh	SENP8 inh	Apaf1 inhib	HKDC1 inh	Jurkat NFkB inh
COc1cccc(OCc2cc(C(=O)N(C)C3CC(C)(C)NC(C)(C)C3)no2)c1	-2	-23	27	-37	-13	10	-5	-11
CCCCC(=O)Nc1nnc(CCOC)s1	-21	-8	-7	-5	-15	-5	-7	-11
CCOC(=O)C1CCN(S(=O)(=O)c2ccc(Cl)cc2OC)CC1	2	-5	5	13	-7	-8	-13	8
COc1ccc2ccccc2c1/C=N/NC(=O)c1nnn(-c2nonc2N)c1C(C)C	-22	-1	0	-17	3	30	7	8
CN(C)CCCNC(=O)c1ccc(CN(c2ccccc2)S(C)(=O)=O)cc1	7	0	-104	11	0	-8	-10	-7
O=C(NC(=S)Nc1ccc2[nH]c(=O)[nH]c2c1)c1ccccc1Cl	0	12	-6	3	-3	7	-4	9
Cc1ccccc1NC(=O)c1ccc(COc2ccc3c(C)cc(=O)oc3c2)cc1	5	0	-11	0	-1	-6	-5	9
CCOC(=O)/C(C#N)=C1/C=CNC(=O)N1	-12	-2	3	15	-7	1	-7	3
C/C(=N\NC(=O)c1c(Cl)c(C)nn1C)c1ccc(NC(=O)C2CCC2)cc1	-8	16	48	2	-1	-1	8	62*
Cc1cc(C(=O)OCC(=O)N(C)C2CCS(=O)(=O)C2)c(C)n1-c1ccccc1 (configuration not stated)	5	-1	1	11	-6	-1	-4	3
COc1ccc(N/C(N)=N/c2nc(C)c(Cc3ccccc3)c(=O)[nH]2)cc1	-5	-16	-3	-25	0	-8	-7	8
CCN1C(=O)[C@H]2[C@@H](c3ccc(C)cc3)N3C(=O)N(c4cccc(Br)c4)C(=O)[C@@]3(CC(C)C)[C@H]2C1=O	18	5	-2	-1	-2	17	-1	8
Cc1cc(S(=O)(=O)NCc2cccnc2)ccc1F	2	15	-14	-3	-3	-13	0	-10
Cc1cc(C)cc(-n2c(=O)c3ccccc3n(CC(=O)NCC3CCCO3)c2=O)c1 (configuration not stated)	4	-1	28	15	7	0	-2	-1
CC1CCN(C(=O)CNC(=O)Cc2ccccc2)CC1	4	12	-18	3	1	-8	0	-4
Cc1nn(CCC(=O)N2CCN(S(=O)(=O)c3ccc(Cl)cc3)CC2)c(C)c1C	4	-5	19	2	-5	4	2	-1
Cc1ccc2[nH]c3c(c2c1)CN(C(=O)CN(C)CC1OCCO1)CC3	1	8	9	9	3	20	5	-14
CCCNC(=O)OCc1cccnc1Sc1ccc(C)cc1	-8	11	-37	-18	6	6	-6	-7
COc1ccc(N/C(=N/c2nc(C)cc(C)n2)NC(=O)c2ccccc2)cc1	-5	-4	5	2	6	-3	-4	-7
CCOc1ccccc1OCC(=O)Nc1ccc2[nH]c(=O)[nH]c2c1	-8	1	-2	8	8	0	0	3
CS(=O)(=O)c1ccc(N2CCN(S(=O)(=O)c3cccs3)CC2)c([N+](=O)[O-])c1	-1	8	0	15	2	-1	0	11
CN(Cc1cc2ccccc2[nH]c1=O)C(=O)C1CCCCC1	-1	7	6	-21	0	3	-8	-6
O=C(C1CCN(S(=O)(=O)N2CCOCC2)CC1)N1CCc2ccccc21	-12	-6	15	-50	-8	14	-4	-27
CN(C)S(=O)(=O)c1cccc(NS(=O)(=O)c2ccc(Cl)s2)c1	0	2	nt	-20	2	-10	1	-10
Nc1cccc(-c2nc3ccccc3[nH]2)c1	16	41	-51	-30	10	-14	3	-46
O=C(CN1C(=O)c2ccccc2C1=O)Nc1cccc(Cl)c1	1	-5	3	-9	-7	-2	-4	14

Compounds from the list above containing a thiophene ring, fused or not:
SMILES	UBC13 polyUb	SENP7 block	Gli-Sufu antag	697 NFkB inh	SENP8 inh	Apaf1 inhib	HKDC1 inh	Jurkat NFkB inh
COc1ccc(C2C3CCCCC3(O)CCN2C(=O)c2cccs2)cc1 (configuration not stated)	-6	-16	30	10	-5	0	-7	7
CC(C)(C)C(=O)N1N=C(c2ccc(NS(C)(=O)=O)cc2)CC1c1cccs1 (configuration not stated)	7	3	3	11	0	13	-6	-8
CS(=O)(=O)c1ccc(N2CCN(S(=O)(=O)c3cccs3)CC2)c([N+](=O)[O-])c1	-1	8	0	15	2	-1	0	11
CN(C)S(=O)(=O)c1cccc(NS(=O)(=O)c2ccc(Cl)s2)c1	0	2	nt	-20	2	-10	1	-10

The results go on.
SMILES	UBC13 polyUb	SENP7 block	Gli-Sufu antag	697 NFkB inh	SENP8 inh	Apaf1 inhib	HKDC1 inh	Jurkat NFkB inh
CC1CCN(c2nc3ccccc3nc2C(C#N)C(=O)OC2CCCCC2)CC1 (configuration not stated)	-7	3	-4	23	-8	-19	-1	14
O=C(CCn1nnc2ccccc21)Nc1nnc(COc2ccccc2F)s1	4	-1	4	9	1	14	-5	-7
O=C(OCC(=O)N1CCN(c2ccccc2)CC1)c1cccc(Cl)c1	-14	-3	-3	-42	-12	15	-4	-24
COc1ccc(/C=N/NC(=O)c2c(C)n(C)c3ccc(OC)cc23)c(OC)c1	0	10	-2	12	4	2	-9	12
Cc1cc(S(=O)(=O)Nc2ccc(N3CCOCC3)cc2)ccc1Br	-1	-1	-4	7	-2	6	0	2
O=c1oc2ccccc2n1Cn1c(=O)oc2ccccc21	8	-7	-3	-44	-8	-3	-2	-1
Cc1ccc(Cn2c(SCC(=O)NCC3CCCO3)nc3ccsc3c2=O)cc1 (configuration not stated)	30	8	1	15	3	2	-9	3
CCN1CCN(S(=O)(=O)c2ccc(Cl)c(C(=O)NC3CCC(C)CC3)c2)CC1 (configuration not stated)	8	-5	-3	10	1	17	-4	-13
Cc1cccc(NC(=O)c2nc[nH]c2C(=O)N2CCC(C)CC2)c1	2	3	-6	17	0	6	0	1
O=C(Nc1ccc(C(=O)c2ccccc2)cc1)c1ccccc1	8	29	-48	-27	20	14	3	-116
CS(=O)(=O)c1ccc(Cl)c(NC(=O)c2cc(S(=O)(=O)N3CCOCC3)ccc2N2CCCC2)c1	-9	-6	-19	-11	-15	10	-2	4
Cc1ccc(CNC(=O)C2CCN(C(=O)Nc3ccc(C)cc3)CC2)cc1	7	1	-27	-9	-6	-8	0	-4
COc1cc(C(=O)OCCn2c(=O)c3c(ncn3CCN(C)C)n(C)c2=O)cc(OC)c1OC	-19	-6	3	-61	2	8	-6	22
Fc1ccccc1C1c2cccn2CCN1C(=S)Nc1ccc(Br)cc1 (configuration not stated)	11	-1	-17	7	4	3	5	9
CCCCCCN(C(=O)CCCCCN1C(=O)NC(c2ccc([N+](=O)[O-])cc2)C(C(=O)OCc2ccccc2)=C1C)C(C(=O)NCCCC)c1ccc(OCC(=O)OC)c(C(=O)OC)c1 (configuration not stated)	-13	-4	nt	7	-3	15	nt	19
CCN(CC)C(=O)c1cc(Cl)ccc1NC(=O)c1ccco1	1	-2	6	20	-3	-7	-4	1
O=C(Nc1ccc([N+](=O)[O-])cn1)c1cc(-c2cccc(Br)c2)nc2ccccc12	-1	8	6	10	0	-6	-2	4
O=C(NNC(=O)C1[C@H]2CCCC[C@@H]12)c1ccc(=O)oc1 (some centres not stated)	-18	-1	28	13	4	-9	-2	12
CN(C)c1ccc(/C=C/c2cc[n+](C)cc2)cc1	i	9	70*	-10	8	-4	-2	26
COc1ccc(N(CC(=O)Nc2cc(C)cc(C)c2)S(=O)(=O)c2ccccc2[N+](=O)[O-])c(OC)c1	-10	-4	-4	0	-7	3	-6	4
C[C@H]1CN=C(N(C)C)N1CCCCc1ccccc1	7	4	2	0	2	-6	-5	1
O=C(CSc1nnc(-c2cccs2)n1-c1ccccc1)NCc1ccc2c(c1)OCO2	8	1	-6	-4	9	12	0	2
Cc1cnc(CNC(=O)C2CCC(=O)N(Cc3ccc(Cl)cc3)C2)[nH]1 (configuration not stated)	-3	-1	-1	21	4	-15	-2	17
NNC(=O)Cc1cn(-c2ncc(C(F)(F)F)cc2Cl)c2ccccc12	-5	-3	-8	-17	13	5	1	-14
CCN(Cc1ccccc1)S(=O)(=O)c1cc2c3c(c1)CCN3C(=O)CC2	-5	6	4	1	-3	1	5	-4
Cc1ccc(NS(=O)(=O)c2c(C)nc3sccn3c2=O)cc1	-14	2	3	8	1	-1	1	12
O=C(NCC(c1ccco1)N1CCc2ccccc21)c1cccc(F)c1 (configuration not stated)	0	13	-4	-20	-2	13	0	0
COc1ccccc1C(=O)N/N=C1/NC(=O)CC(C(=O)Nc2ccccc2)S1 (configuration not stated)	-12	-5	-2	-8	2	-5	3	1

Limited to 697 NFkB inh (four entries from above):
structure	697 NFkB inh
CCN(Cc1ccccc1)S(=O)(=O)c1cc2c3c(c1)CCN3C(=O)CC2	1
Cc1ccc(NS(=O)(=O)c2c(C)nc3sccn3c2=O)cc1	8
O=C(NCC(c1ccco1)N1CCc2ccccc21)c1cccc(F)c1 (configuration not stated)	-20
COc1ccccc1C(=O)N/N=C1/NC(=O)CC(C(=O)Nc2ccccc2)S1 (configuration not stated)	-8

Source: PubChem BioAssay
